TAAR1 ag = human TAAR1 agonists, primary screen, Fluo-8 calcium fluorescence, CHO RD-HGA16 cells; Trace amine-associated receptor 1 (Homo sapiens), Q96RJ0; vehicle wells 0%, saturating PEA agonist 100%; activation, % at 3 µM; 0.99% of 360,000 active; AID 624467, 2012;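 active = activation above the mean activation of all test compounds in the run plus 3 SD, cut at about 38% in these data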
Target sequence (Q96RJ0 whole entry, looked up): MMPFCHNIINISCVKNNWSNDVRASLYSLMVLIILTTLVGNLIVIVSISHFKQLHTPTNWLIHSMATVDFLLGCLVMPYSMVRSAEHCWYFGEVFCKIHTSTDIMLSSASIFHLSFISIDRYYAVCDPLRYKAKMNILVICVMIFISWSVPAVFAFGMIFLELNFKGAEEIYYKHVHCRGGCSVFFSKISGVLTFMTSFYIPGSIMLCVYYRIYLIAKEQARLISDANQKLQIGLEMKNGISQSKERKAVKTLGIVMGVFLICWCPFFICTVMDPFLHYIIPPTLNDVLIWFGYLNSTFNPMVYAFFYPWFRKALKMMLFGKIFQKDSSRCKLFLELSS
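Signal – calcium-sensitive Fluo-8 signal, excitation 470-495, emission 515-575 nm · System – RD-HGA16 (CHO) cells co-expressing Gα16 and hTAAR1 · Incubation – 17-24 h seeding, 75 min 37 °C dye, 30 min RT · Compound dosing – 3 µM single concentration · Repeats – no replicates (n 1)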
CHO-K1 Ca ag = counter-screen for M1 agonists: effect in parental CHO-K1 cells; AID 602248, 2012; activation, % at 3 µM; Fluo-8 calcium fluorescence; scaled to maximal ATP response, vehicle zero; 0.48% of 360,000 active; in the data active = activation above about 15%;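 note: untransfected CHO-K1 host cells lacking M1 receptor as counterscreen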
CHO-K1 Ca PAM = nonselective calcium activators in parental CHO-K1 cells, primary screen, counter-screen for M1 PAM project, cell-based, Fluo-8 calcium fluorescence, full deck, 1536-well; ATP EC20; 0% at ATP EC20, 100% at ATP max; activation, % at 3 µM; 0.02% of 360,000 active;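 active = activation above the run cutoff, the mean activation of all test compounds plus 3 SD, cut at about 40% in these data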;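 note: peak over basal fluorescence ratio in a 140 s read after ATP addition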
CHO parental Ca = ATP-evoked calcium signal inhibitors, parental CHO, primary screen, counter-screen for OX1R antagonist project, cell-based, fluorescence, Fluo-8 calcium dye; parental CHO-K1, ATP-induced calcium, Fluo-8 fluorescence; inhibition, % at 5.6 µM; 0.63% of 330,000 active; AID 463079, 2010;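 active = inhibition above that plate's mean sample inhibition plus 3 SD, cut at about 26% in these data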;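 note: 0% = ATP-challenged DMSO wells and 100% = DMSO wells without ATP; some compounds past the cut are filed as inactive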
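Assay system: parental CHO cells; Read-out basis: percent inhibition of ATP-evoked calcium rise, normalized to controls; Benchmarks: ATP and no-ATP DMSO wells; Compound dosing: single nominal dose of 5.6 µM per compound; Signal: Fluo-8 calcium dye fluorescence; Also added: ATP as calcium-mobilizing challenge; Repeats: singlicate.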
CHRM1 antagonist = human M1 muscarinic receptor antagonists, primary screen, CHO-K1 cells, Fluo-8 calcium fluorescence, 1536-well; Muscarinic acetylcholine receptor M1 (Homo sapiens), P11229; 1.3% of 360,000 active; CHO-K1 hM1, ACh EC80 antagonist; inhibition, % at 3 µM;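 active = percent inhibition above its own plate's cutoff, namely the mean of that plate's compound wells plus 3 SD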;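 note: peak over basal fluorescence ratio during 140 s after agonist addition; 0% = ACh EC80 plus DMSO and 100% = DMSO alone without agonist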
OXTR potentiate = human OXTR potentiators, primary screen, fluorescence, CHO-OTR cells, Fluo-8 calcium. Fluo-8 calcium fluorescence, potentiator mode; 0% = oxytocin EC15, 100% = EC100. activation, % at 3 µM. 0.061% of 320,000 active;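 active = activation above that plate's cutoff, the mean activation of tested compounds plus 3 SD, cut at about 6.6% in these data, passing the limit was not always enough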;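 note: 100% uses oxytocin at 75 nM as the full agonist control; some results filed as inactive read as strong as hits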
Target sequence (P30559 whole entry, looked up): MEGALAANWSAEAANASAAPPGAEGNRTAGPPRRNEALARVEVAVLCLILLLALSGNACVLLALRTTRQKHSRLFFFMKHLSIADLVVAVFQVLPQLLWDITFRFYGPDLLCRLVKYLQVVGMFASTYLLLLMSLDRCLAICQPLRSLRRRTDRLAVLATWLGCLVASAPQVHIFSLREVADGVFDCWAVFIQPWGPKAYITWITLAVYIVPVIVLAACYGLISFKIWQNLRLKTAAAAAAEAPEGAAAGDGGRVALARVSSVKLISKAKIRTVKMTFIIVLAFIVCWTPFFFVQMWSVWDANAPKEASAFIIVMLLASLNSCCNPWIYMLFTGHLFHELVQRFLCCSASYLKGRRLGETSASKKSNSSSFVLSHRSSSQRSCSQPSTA
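Material: CHO-OTR cells, human receptor; compound dosing: single dose, 3.0 µM nominal final compound concentration; schedule: 6 min compound pre-incubation at room temperature, 100 s kinetic read; measured by: kinetic Fluo-8 calcium fluorescence; read-out basis: % activation vs EC15 and EC100 oxytocin; controls: EC15 oxytocin alone as 0%, 75 nM oxytocin as 100%; replicates: singlicate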
CHO-K1 Ca antag = counter-screen for M1 antagonists: effect in parental CHO-K1 cells; 0.6% of 360,000 active; ATP-induced calcium, Fluo-8 fluorescence; inhibition, % at 3 µM;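 active = inhibition above a per-plate cutoff, the plate's mean sample inhibition plus 3 SD, cut at about 24% in these data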;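 note: 0% = DMSO plus EC80 ATP and 100% = DMSO alone without ATP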
TAAR1 antag = human TAAR1 antagonists, primary screen, Fluo-8 calcium fluorescence, CHO RD-HGA16 cells; Trace amine-associated receptor 1 (Homo sapiens), Q96RJ0; antagonist; inhibition, % at 3 µM; 1.5% of 360,000 active; AID 624466, 2012;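 active = inhibition above a per-plate cutoff, the mean inhibition of test compounds on that plate plus 3 SD, cut at about 49% in these data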;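 note: 0% = DMSO plus EC80 beta-PEA response and 100% = DMSO alone without agonist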
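Test system: CHO RD-HGA16 cells bearing hTAAR1 | Reagent: β-PEA, EC80 | Compound dosing: 3 µM, single point | Schedule: Dye loading 75 min at 37 °C, then 30 min room temperature | Signal: Calcium fluorescence with Fluo-8 | Evaluation: Percent inhibition of PEA-evoked calcium signal, max/basal emission ratio | Control set: DMSO-only wells and EC80 β-PEA-stimulated wells | Repeats: Singlicate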
CHRM1 agonist = human M1 muscarinic receptor agonists, primary screen, Fluo-8 calcium fluorescence, CHO-K1 cells, HTS. CHO-K1 hM1, agonist mode; 0% DMSO, 100% acetylcholine EC100. 0.33% of 360,000 active. activation, % at 3 µM;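 active = activation above the run's mean compound activation plus 3 SD, cut at about 16% in these data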;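 note: peak over basal fluorescence ratio within a 140 s kinetic read after compound addition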
* marks the source's active call; other numbers are inactive results; / = not tested or not shown.

Values run as follows: CHO-K1 Ca ag, CHO-K1 Ca antag, CHO-K1 Ca PAM, CHRM1 antagonist, OXTR potentiate, CHRM1 agonist, TAAR1 ag, CHO parental Ca, TAAR1 antag
NS(=O)(=O)c1ccc(CCNC(=O)CSc2nc3ccsc3c(=O)n2CC2CCC(C(=O)O)CC2)cc1 (stereo not drawn)
    2.2, -22, -9, 8, -2, -12, 1, -2, 4
COc1ccc(-c2ccnc3nc(N4CCOCC4)nn23)cc1
    -0.3, 24*, -7, 3, 0, -1, -1, -10, 2
CCc1nnc(NC(=O)CSc2nnc(-c3ccncc3)n2C)s1
    0.5, -16, 13, -2, -8, -4, -1, -6, -6
COc1ccc(CCNS(=O)(=O)c2cc(/C=C/C(=O)O)ccc2C)cc1OC
    0.7, -4, 23, -11, 1, -7, 5, 6, -7
Cn1c(COc2ccccc2)nnc1SCC(=O)Nc1nnc(C2CC2)s1
    2.6, -4, 10, -8, /, -3, 1, /, -11
Cc1ccc(-n2c(SCC(N)=O)nnc2-c2cnccn2)cc1
    0.4, 3, -8, 4, -4, -4, 13, -4, -2
Cc1nn(C)c(C)c1NC(=O)COc1ccc(F)cc1Br
    1.0, -7, -1, -11, -5, 3, 4, -7, -9
COc1ccc(S(=O)(=O)c2c(C)c(NS(=O)(=O)c3ccccc3)cc(C)c2O)cc1
    0.5, -5, 9, -14, -18, -6, 0, 2, -13
c1ccc(OCc2noc(CN3CC[C@@H]4CCCC[C@H]4C3)n2)cc1
    0.5, -5, 0, -7, -14, 1, 9, -24, -10
O=C(NCCC1CCCCN1S(=O)(=O)c1ccc(F)cc1)C(=O)Nc1ccccc1F (stereo not drawn)
    -0.5, -7, -24, 9, -2, -1, 3, -19, 6
CCOC(=O)Nc1ccc(N2CCOCC2)c(S(=O)(=O)Nc2ccc(Cl)cc2)c1
    1.5, 2, 3, -5, -11, 2, 4, -18, -5
CC1(C2CCCC2)NC(=O)NC1=O (stereo not drawn)
    0.1, 22, -20, 0, /, -1, 1, /, -4
COc1cc(NC(=S)NCc2cccnc2)cc(OC)c1
    0.5, -4, 12, 4, -9, -5, 1, -11, 15
CCc1noc(C)c1C(=O)Nc1nnc(CC(C)C)s1
    1.8, 4, -7, -4, -2, -3, 7, -13, -11
CCC(C)NC(=O)c1ccccc1SC (stereo not drawn)
    0.4, -14, 27, -8, -5, -4, 21, 2, 2
Cc1ccccc1CNS(=O)(=O)c1c(C(=O)N2CCCC2)c(C)n(C)c1C
    0.4, -7, 17, 0, -1, -3, 0, -12, -4
Cc1sc2nc(C(C)C)nc(SCC(=O)N3CCOCC3)c2c1C
    0.5, -11, 1, -7, -4, -9, 0, -5, -12
CC(=O)Nc1ccc(S(=O)(=O)N2CCN(c3ccc([N+](=O)[O-])c(NCCN4CCOCC4)c3)CC2)cc1
    0.6, 1, 3, 11, -9, -11, 0, -16, -3
Cc1cccc(N=C2SC(C)CN2C(=O)CN2C(=O)NC3(CCCC3)C2=O)c1 (stereo not drawn)
    3.5, -11, 10, -11, -10, -4, 6, -12, -5
Oc1ccccc1Nc1ncnc2c1oc1ccccc12
    2.2, 8, 4, 4, -4, -3, 4, -2, 12
COc1ccc(NC(=O)CSc2nnc3n2CCCCC3)cc1OC
    0.3, -12, 19, -22, /, -4, 1, /, -3
Cn1c(=O)c2cc(NC(=O)CCc3ccccc3)ccc2n1-c1ccccc1F
    1.5, -2, 17, -13, /, 0, 2, /, 29
COc1ccccc1N1CCN(S(=O)(=O)c2c(C)sc3ncn(CC(=O)NCCN(C)C)c(=O)c23)CC1
    -0.1, -1, -14, 6, 2, -5, 3, 0, 6
Cc1ccc(NC(=O)COc2cccc(/C=C3\SC(=S)N(CCC(=O)O)C3=O)c2)cc1Cl
    0.1, 3, 9, -7, 0, -1, 18, 7, 1
C/[N+]([O-])=C\CC(=O)c1ccc(-c2ccccc2)cc1
    -0.5, 16, -8, 7, 6, -5, 0, -20, 7
CCc1nc(C)cn1S(=O)(=O)c1cc(F)ccc1OC
    0.6, -1, 17, 2, -1, -8, 5, -8, -1
CC(C)CNc1ncnc2c1cnn2Cc1ccc(Cl)cc1
    2.6, 4, -15, 19, -12, -2, 3, -12, 10
CCCOC(=O)C1C2C=CC(C2)C1C(=O)OCC(=O)c1ccccc1 (stereo not drawn)
    2.0, -1, 13, -4, 0, -3, 5, -4, 12
NS(=O)(=O)c1ccc(CCNC(=S)NC2CCCCC2)cc1
    0.1, -8, -18, -3, -5, -4, 1, -7, -1
COc1cc2c(C(=O)NCc3ccccn3)cn(CC(C)C)c(=O)c2cc1OC
    2.4, -5, 15, -8, 2, -3, 7, -10, 2

More entries follow:
Values run as follows: CHO-K1 Ca ag, CHO-K1 Ca antag, CHO-K1 Ca PAM, CHRM1 antagonist, OXTR potentiate, CHRM1 agonist, TAAR1 ag, CHO parental Ca, TAAR1 antag
O=C(OCCN1CCCCC1)c1ccc(Cl)cc1
    0.6, -6, 12, 9, 8, -5, 14, -9, 8
CC(=O)C1=C(O)C(=O)N(CCc2c[nH]c3ccccc23)C1c1cccc(O)c1 (stereo not drawn)
    0.5, -13, 22, -12, -13, 0, 1, -9, -4
Cc1ccc(CNC(=O)c2ccc(S(=O)(=O)N3CCCCC3)cc2)cc1
    3.7, -23, 11, 9, /, -2, 13, /, 32
CCOC(=O)/C=C1\SCC(=O)N1CC(=O)NC12CC3CC(CC(C3)C1)C2
    0.0, 24*, -6, 18, -4, -2, 26, -14, -9
Cc1cc(NC(=O)CSc2nnc(CNC(=O)c3c(F)cccc3F)o2)no1
    8.1, 13, -3, -5, 10, 7, 15, -6, -23
C=CCN(C(=O)CNC(=O)c1ccco1)C(C(=O)NC1CCCC1)c1cccs1 (stereo not drawn)
    0.8, 2, 14, 7, -4, -6, 8, -19, 1
CN(C(=O)c1ccccc1)c1ccccc1C(=O)NCCc1ccccc1
    1.5, -3, 5, -6, -7, -2, 1, -1, -6
CN(C)S(=O)(=O)c1ccc(N2CCCC2)c(C(=O)NCc2cccc(C(F)(F)F)c2)c1
    1.6, -6, 8, 3, 1, -3, 8, -22, 20
C/C(=N\NC(=O)Cn1nnc2ccccc21)c1ccco1
    0.4, -3, -14, -1, -15, -1, 16, -4, 16
COC(=O)C(NC(C)=O)(Nc1ccccc1)C(=O)OC
    0.6, -3, 13, 3, 8, -1, 5, 6, -10
O=C1CC(c2ccc(F)cc2)Cc2nc(N3CCOCC3)ncc21 (stereo not drawn)
    0.8, -9, 3, -36, -15, 2, 11, -13, 7
Cc1ccc(NC(=S)NCc2ccc(F)cc2)c(C)c1
    4.1, -2, 2, 10, -6, -6, 0, -1, 4
COc1ccccc1NC(=O)CN1C(=O)COc2ccc(S(=O)(=O)N3CCC(C)CC3)cc21
    0.3, -9, 27, -8, -2, -3, -1, -22, -7
OCCCNc1c2ccccc2nc2ccccc12
    0.9, -11, -7, -19, -3, -8, 0, -9, -25
Cc1ccccc1Nc1nc(N)nc(COC(=O)c2ccc(O)cc2)n1
    6.9, -4, 26, -6, -13, 19*, 22, -5, 14
CCCNC(=O)C1(C)CCN(Cc2ccc(-c3ccccn3)cc2)C1 (stereo not drawn)
    0.6, 6, 2, 8, /, -8, 5, /, -16
Cc1noc(C)c1COC(=O)c1cnc(Cl)c(Cl)c1
    1.3, 12, -3, -9, -6, -7, 1, 1, -27
COc1ccc2c(c1)c(C(=O)CN1CCc3ccccc3C1)c(C)n2C
    1.1, -16, 18, -11, -2, -3, 69*, -8, -10
CCC(C)[C@@H](N)C(=O)N/N=C/c1ccc2ncccc2c1 (stereo partly drawn)
    6.7, 3, 16, 2, -4, -5, 9, -9, -3
O=C(Nc1c(-c2ccccc2)nc2c(Br)cc(Br)cn12)c1ccco1
    0.5, -1, -3, 5, -17, -2, 7, -13, -8
O=C(O)c1cccc(S(=O)(=O)N2CCSCC2)c1
    0.2, -14, 24, -5, -17, -2, 8, -2, -21
COCc1ccc(C(=O)Nc2cccc(S(=O)(=O)N(C)c3ccccc3)c2)cc1
    10, -11, 10, 2, -12, 2, 10, -2, 53*
Cc1ccc(-c2nn(CCC(=O)Nc3cccnc3)c(=O)c3ccccc23)cc1
    0.4, -12, 13, -27, -10, -7, 1, -30, -36
CCCCCCC/C(C)=N/NC(=O)CC(=O)NCCc1ccccc1
    0.5, -15, 2, 3, -10, -1, 17, -6, 5
N#CCSc1ncccc1-c1nc2ccccc2[nH]1
    1.2, -7, 9, -12, -4, -5, 10, 2, -2
CN(C)/C=C(\C#N)C(=O)Nc1ccc(O)cc1F
    0.6, -9, 18, -5, -10, -4, 4, -3, 4

Screening results as filed in PubChem BioAssay.
